Screens: PubChem, several laboratories
PDI inh: blocks human protein disulfide isomerase activity; P07237; PDI insulin aggregation turbidity, A650, 90 min; inhibition, % at 10 µM; hit rate 0.052% among 350,000; AID 588391;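 active = mean inhibition across replicates of 30% or more, whatever share of single replicates reach that level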;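 note: absorbance from insulin aggregation driven by PDI reduction with DTT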
Target sequence (P07237 whole entry, looked up): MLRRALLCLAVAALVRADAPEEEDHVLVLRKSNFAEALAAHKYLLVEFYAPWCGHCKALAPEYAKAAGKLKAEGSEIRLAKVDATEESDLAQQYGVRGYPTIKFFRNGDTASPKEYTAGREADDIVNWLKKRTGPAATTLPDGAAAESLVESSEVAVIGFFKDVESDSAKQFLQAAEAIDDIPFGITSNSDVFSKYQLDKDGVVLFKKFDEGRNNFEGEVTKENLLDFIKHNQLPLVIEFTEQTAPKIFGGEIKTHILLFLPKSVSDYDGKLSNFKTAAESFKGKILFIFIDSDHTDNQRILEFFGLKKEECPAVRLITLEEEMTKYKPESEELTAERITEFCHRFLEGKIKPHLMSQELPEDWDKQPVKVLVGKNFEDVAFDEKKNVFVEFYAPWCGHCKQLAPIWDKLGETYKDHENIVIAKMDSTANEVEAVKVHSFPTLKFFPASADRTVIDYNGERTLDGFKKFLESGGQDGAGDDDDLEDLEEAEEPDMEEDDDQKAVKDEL
TRPM1 prom inh: inhibitors of MITF-driven TRPM1 promoter in melanoma cells; SK-MEL-5 TRPM1 promoter luciferase, 24 h; inhibition, % at 12.5 µM; hit rate 0.83% among 330,000;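 active = mean inhibition across replicates of 60% or more, whatever share of single replicates reaches that level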; note: values of inactives mirror those of a sister screen read the other way
aDG glyco up: increases alpha dystroglycan glycosylation; Pro5-aDG cells, alpha-DG glycosylation AlphaScreen (IIH6); 0% Pro5, 100% B10-LARGE cell signal; activation, % at 10 µM; hit rate 0.22% among 360,000;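 active = activation of at least 8% versus controls, or a plate z-score of at least 8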;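 note: Pro5 are CHO cells carrying HIG-tagged alpha-DG that lacks glycosylation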
HIF-2a block: inhibitors of HIF-2a. inhibition, % at 18.8 µM. hit rate 0.72% among 360,000. 786-0 RCC cells HIF-2a reporter, luciferase luminescence, overnight. AID 624352;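 active = inhibition of the luminescence signal of 40% or more relative to plate controls, in a single-dose primary screen at 18.75 µM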
Peg3 prom inh: reduces Peg3 promoter-driven luciferase expression in HeLa. HeLa PEG-Prom luciferase reporter, luminescence, overnight. inhibition, % at 20 µM. hit rate 1.7% among 360,000. AID 588405;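 active = inhibition of at least 50% at 20 µM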
NR2E3 ag-1: activates human photoreceptor nuclear receptor NR2E3; Q9Y5X4; GST-NR2E3/biotin-RetCOR TR-FRET, 1536-well; inhibition of corepressor binding, % at 4.78 µM; hit rate 0.12% among 320,000; AID 2300;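 active = percent inhibition above the cutoff of mean plus 3 SD of all tested compounds, set per screening campaign, cut at about 20% in these data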;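 note: 0% = DMSO wells and 100% = biotin wells as full block of FRET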
Target sequence (Q9Y5X4 whole entry, looked up): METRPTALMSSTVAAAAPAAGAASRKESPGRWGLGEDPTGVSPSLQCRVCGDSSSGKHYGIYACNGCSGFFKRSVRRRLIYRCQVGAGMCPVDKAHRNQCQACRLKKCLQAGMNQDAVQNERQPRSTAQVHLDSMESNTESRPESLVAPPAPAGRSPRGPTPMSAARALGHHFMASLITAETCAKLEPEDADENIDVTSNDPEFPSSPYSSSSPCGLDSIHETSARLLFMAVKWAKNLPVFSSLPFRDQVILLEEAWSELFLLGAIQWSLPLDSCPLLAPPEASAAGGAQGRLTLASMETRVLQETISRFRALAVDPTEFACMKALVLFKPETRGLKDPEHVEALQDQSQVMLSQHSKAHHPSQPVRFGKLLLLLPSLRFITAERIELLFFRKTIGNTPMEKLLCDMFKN
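system = GST-tagged NR2E3 plus biotinylated RetCOR corepressor | input = 1.35 nM GST-NR2E3 | also added = 7 nM biotin-RetCOR | schedule = 5 h incubation at 4 °C | measured by = TR-FRET with europium anti-GST and streptavidin-D2, 340 nm excitation | read-out = percent loss of FRET ratio relative to control wells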
NR2E3 ag-2: agonists of human NR2E3 nuclear receptor; CHO-S Gal4-NCOR/VP16-NR2E3 two-hybrid, luciferase; inhibition of corepressor binding, % at 3.98 µM; hit rate 0.35% among 360,000; AID 602229;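 active = inhibition above the mean of all tested compounds plus 3 SD, cut at about 70% in these data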;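 note: 0% = DMSO with NR2E3 transfected cells and 100% = cells lacking NR2E3 construct; higher means lower luciferase signal from less NR2E3 corepressor binding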
Vif imaging: blocks HIV Vif function | AID 602346 | inhibition, % at 7.49 µM | hit rate 0.35% among 340,000 | HEK293T cells, Vif self-association by quenched fluorescence, imaging, 24 h; in the data active = inhibition above about 50%, passing the limit was not always enough; note: some results filed as inactive read as strong as hits
hiPSC survival: hiPSC single-cell survival enhancement; ATPlite luminescence; 100% = ROCK inhibitor wells, 0% = DMSO; survival enhancement, % at 20 µM; hit rate 0.044% among 360,000; AID 602274; in the data active = survival enhancement above about 18%;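 note: cells exposed to compounds for 16 hours before the ATP read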
CaV13 ICDI inh: Primary screen for inhibitors of IQ motif and Ca2+-dependent inactivation inhibitor domain binding in CACNA1D, Förster resonance energy transfer in living cells, …. HEK cells, CFP/YFP FRET ICDI-IQ, plate reader, 10 min; percent FRET-ratio fall versus neutral wells. inhibition, % at 12.3 µM. hit rate 0.098% among 340,000. AID 743397;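 active = mean replicate inhibition of at least 30% and at least 1% of replicates passing that level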;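 note: 0% = median of the neutral control wells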
Exocytosis inh: blocks lytic granule exocytosis; TALL-104 LAMP-1 surface exposure, flow cytometry; cells stimulated with thapsigargin and PMA; inhibition, % at 10 µM; hit rate 0.66% among 360,000; AID 651702;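 active = inhibition above about 55%, limit read from the data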
* = called active by the depositor; . = not tested or not shown.

SMILES	PDI inh	TRPM1 prom inh	aDG glyco up	HIF-2a block	Peg3 prom inh	NR2E3 ag-1	NR2E3 ag-2	Vif imaging	hiPSC survival	CaV13 ICDI inh	Exocytosis inh
COc1ccc(NC(=O)CN(C)S(=O)(=O)c2cccs2)cc1	2.0	-8.9	-0.1	-111.7	-88.4	-4.3	-65.3	4.4	-0.9	.	1.1
CCOc1ccc(-c2cc(C(=O)Nc3ccc4c(c3)OCCO4)c3ccccc3n2)cc1	8.7	-11.0	-0.2	-112.1	-69.5	3.5	-34.4	-8.1	-1.5	-6.0	-4.1
Cc1ccc(S(=O)(=O)N2C[C@H]3C(=O)C[C@@H](c4ccc(Cl)cc4)N(S(=O)(=O)c4ccccc4C)[C@H]3C[C@H]2c2ccc(Cl)cc2)cc1	-1.7	.	0.0	12.2	6.0	.	-29.5	9.0	-1.6	-6.4	2.0
COc1ccc(NC(=O)c2ccccn2)cc1OC	-0.5	-44.5	0.2	-152.0	-171.0	3.5	-72.5	-5.3	0.7	-3.7	0.0
COCCn1nnnc1CN1CCC(Cc2ccccc2)CC1	4.2	-1.8	-0.1	0.0	18.2	-0.3	-3.6	3.8	-2.0	-4.7	2.1
CCCCN(CCCNC(=O)Cn1ncc2ccsc2c1=O)Cc1ccccc1	7.6	-2.5	0.5	15.8	0.0	3.4	8.2	-13.3	-1.2	4.1	-7.8
O=C(CNCC1CCCO1)N1CCCCCC1 (configuration not stated)	2.9	9.2	0.1	18.5	17.9	3.8	-0.4	.	-0.4	-5.0	1.7
CCOCCCNC(=O)C(NC(=O)Cc1cccs1)c1ccc(Cl)cc1 (configuration not stated)	8.0	-12.6	-0.3	18.2	17.7	-3.0	-8.6	3.0	2.0	-6.3	0.6
CCc1cccc(NC2c3ccccc3C(=O)N2c2cccnc2)c1 (configuration not stated)	.	12.2	0.1	14.0	8.7	4.0	13.0	-5.6	1.9	-10.0	-3.1
COC(=O)c1ccc2c(=O)n(Cc3ccco3)c(SCC(=O)Nc3cc(C)on3)nc2c1	9.4	43.5	-0.1	3.9	36.7	5.4	-27.8	53.3*	3.3	-2.9	-2.0
CCN(CC)S(=O)(=O)c1cccc(C(=O)Oc2cccnc2)c1	-5.8	-4.1	-0.2	18.4	-9.6	-0.4	2.8	-4.2	3.3	-3.6	-6.6
CC(C)CC(=O)NC(=S)Nc1ccc(N2CCOCC2)c(Cl)c1	2.4	6.3	0.1	-17.9	-5.1	1.6	-5.7	-1.2	1.8	-4.3	-0.5
CCOC(=O)C1C(c2ccc(C(=O)O)cc2)NC(=O)NC1(O)C(F)(F)F (configuration not stated)	-2.2	-19.7	0.0	10.3	-8.2	4.0	-47.3	-12.7	0.9	-4.1	3.0
CCOC(=O)N1CCC(Nc2c(N3CCN(c4cc(Cl)ccc4C)CC3)c(=O)c2=O)CC1	5.2	.	-0.1	14.2	21.9	5.7	-5.0	-10.3	0.8	-5.9	3.3
O=C(NC1CCCC1)C(c1ccccc1)N(Cc1ccccc1)C(=O)c1csnn1 (configuration not stated)	8.3	5.2	0.1	22.7	-0.3	1.0	-24.3	19.0	-0.5	-2.4	-5.4
CSc1ncnc2c1ncn2CCCN(C)Cc1ccco1	-4.7	.	-0.2	7.3	1.6	.	-12.1	.	0.2	-2.7	1.6
Cc1cc(-c2ccccc2)nc(=O)[nH]1	0.1	-6.2	-0.1	-4.6	4.9	-1.5	-23.2	-0.5	-1.8	-4.5	1.3
Cc1ccc(-c2csc(NC(=O)CSC3=NCCS3)n2)cc1	1.6	-38.4	0.4	-120.2	-181.5	-0.7	-55.0	2.7	-2.4	-5.5	1.9
CC(C)N(C)c1ncnc2c1ncn2[C@H]1CN(Cc2cccnc2)C[C@@H](CO)O1	17.1	.	0.1	-0.2	9.7	.	-5.7	2.2	1.2	-5.3	-1.4
CN(Cc1c(F)cccc1Cl)C(=O)c1cc2ccccc2o1	10.9	-14.3	0.1	-98.3	-71.3	1.5	-22.0	-1.5	0.8	-4.5	-4.7
CCOC(=O)c1ccc(NC(=O)N2CCOCC2)cc1	7.5	-23.8	2.0	-96.7	-87.9	-2.5	-44.5	-9.3	0.3	2.9	-1.8
CCOC(=O)N1CCN(S(=O)(=O)c2ccc(C(=O)Nc3sc4c(c3C(=O)OC)CCN(C)C4)cc2)CC1	12.4	36.6	0.4	60.8*	110.4*	0.9	8.4	-10.0	-0.3	.	28.8
Cc1ccc(NC(=O)CN2CCCCCC2)cc1[N+](=O)[O-]	-3.7	-47.7	-0.2	-237.6	-211.6	3.4	-34.3	-4.8	-0.1	-3.4	-2.1
CC1CCN(C(c2ccc(N(C)C)cc2)c2nnnn2Cc2ccccc2)CC1 (configuration not stated)	4.2	-6.2	0.7	-41.3	-11.6	1.0	-12.7	1.5	-6.1	-7.9	3.5
COCCCNc1nc2nonc2nc1N1CCN(Cc2cccc(C)c2)CC1	-0.2	10.4	-0.1	13.6	10.7	-0.2	2.0	2.7	0.1	13.7	-3.5

The list goes on:
SMILES	PDI inh	TRPM1 prom inh	aDG glyco up	HIF-2a block	Peg3 prom inh	NR2E3 ag-1	NR2E3 ag-2	Vif imaging	hiPSC survival	CaV13 ICDI inh	Exocytosis inh
COc1ccc(NC(=O)[C@@H]2CCCN2C(=O)[C@@H]2Cc3ccccc3CN2C(=O)OC(C)(C)C)cc1	-4.5	-7.2	0.0	-27.3	-9.8	3.3	16.2	2.4	-0.8	-2.3	9.3
O=C(/C=C/Nc1ccccc1)c1cnc(-c2ccccc2)s1	2.3	-40.4	-0.1	-101.7	-61.0	-1.2	-24.4	-10.8	1.8	.	-0.8
COc1ccc(N(Cc2ccccc2)S(=O)(=O)c2cccc(C(=O)O)c2)cc1	-2.1	2.3	-0.1	21.7	-4.0	0.3	-7.0	2.5	0.1	-6.2	0.5
CCCS(=O)(=O)N1CCCC(C(=O)Oc2ccc(C)c(C)c2)C1 (configuration not stated)	6.6	-3.7	-0.1	14.6	4.0	2.5	12.9	4.9	0.9	-2.9	-2.3
COc1ccc(NC(=O)C2CC(c3cccc(Br)c3)=NO2)cc1OC (configuration not stated)	-0.8	9.3	-0.1	14.4	16.9	-0.7	-30.0	-1.9	-0.2	-17.7	-8.7
O=c1c(Cl)c(NCCO)cnn1-c1cccc(Cl)c1	-1.1	-14.8	-0.2	-64.0	-48.7	-3.8	-4.1	0.1	-1.8	-4.3	-0.5
COc1ccccc1N1C(=O)c2ccc(C(=O)Nc3cccc(C(C)=O)c3)cc2C1=O	-23.3	-12.2	0.6	4.7	5.3	1.5	-15.6	-10.2	-0.4	-3.9	4.0
CCCOc1ccccc1OCC(=O)Nc1ccc(S(=O)(=O)N2CCCCC2)cc1	4.4	3.9	0.0	8.0	29.1	2.0	-1.8	-3.9	-0.4	-12.8	-1.2
O=C(c1ccc(-c2nnc(-c3ccccc3)o2)cc1)N1CCCCCC1	-7.3	-15.1	0.5	-69.3	-39.3	-0.9	-97.2	-17.3	-2.2	-4.8	2.3
COCCCn1c(SCC(=O)NC2CCCCC2)nnc1-c1ccncc1	5.8	-1.4	0.1	4.3	-0.1	4.9	-13.3	-12.4	0.0	-5.5	11.0
COc1ccc(/C(C)=N\NC(=O)CSc2nnc(C)s2)cc1	-15.9	-10.9	0.0	-17.0	-9.2	-1.5	-6.6	0.9	-1.0	-3.0	1.5
CC(C)c1ccc(NC(=O)NCc2ccccn2)cc1	-24.9	-27.4	0.1	-142.8	-95.2	-3.4	-10.1	-12.1	0.3	-2.3	-1.2
Cc1cc(C(=O)C(=O)N(C)C)c(C)n1-c1ccc(Cl)cc1	-3.9	17.2	-0.2	9.8	-1.8	-2.9	-9.0	25.6	1.7	-18.6	2.1
CCOC(=O)C(C(C)=O)c1nc(C)nc2c1nnn2Cc1ccccc1Cl (configuration not stated)	12.9	-2.2	0.2	16.6	23.7	.	-5.0	2.2	0.2	-3.6	-5.0
CC(C)CNC(=O)C(=O)NC1CCCC1	-3.4	-15.3	-0.1	-45.0	-22.7	-1.3	-35.4	.	2.7	.	-0.2
O=S(=O)(O)c1ccc(Cl)c(Cl)c1	-0.1	-13.5	0.1	6.0	4.1	.	-9.1	18.5	0.5	-6.4	1.9
Cc1cc(C)c(C(N)=O)c(Nc2cccc(Cl)c2C)n1	2.0	-12.6	-0.3	-17.4	11.6	0.6	1.9	.	-3.3	-10.0	-2.2
COc1ccccc1N1CCN(/N=C/c2cc(OC)c(OC(C)=O)c(OC)c2)CC1	-4.4	-2.6	0.0	14.9	19.9	1.6	-1.6	11.2	3.1	-1.6	4.7
O=C(Cc1ccc(-n2c(=O)c3sccc3n(Cc3ccc(F)cc3)c2=O)cc1)NCc1ccco1	-0.3	1.5	0.1	10.2	8.8	-0.9	0.3	-4.7	-1.4	-6.1	-3.0
COc1ccc(/C=C/C(=O)c2ccc3c(c2)OCO3)c(OC)c1	5.2	-71.9	-0.3	-246.7	-288.5	-1.9	-49.5	0.1	-1.9	-6.1	0.4
COc1ccc(OC)c(S(=O)(=O)N2CCC3(CC2)OCCN3S(=O)(=O)c2ccccc2)c1	-3.5	-1.1	0.1	5.6	7.0	-1.1	-2.3	10.5	-0.1	-5.3	2.1
COc1ccc(CCNC(=O)Cc2ccc(NS(=O)(=O)c3ccc(F)cc3)cc2)cc1OC	-0.3	-4.4	0.0	-6.1	3.2	-1.6	-2.3	.	-1.2	-2.9	11.1
COc1ccc(-c2ccc(SCC(=O)NCc3ccc4c(c3)OCO4)nn2)cc1OC	1.2	-2.8	-0.1	-73.4	-48.3	2.5	-11.5	-0.2	-0.8	-6.3	-0.1
CC(C)=CCc1c(C)nc2ccccc2c1C(=O)O	-1.4	3.7	0.0	16.7	5.7	1.1	13.5	-1.8	0.5	.	-0.4
O=C(Nc1ccccc1)N1N=C(c2cccs2)CC1c1cccs1 (configuration not stated)	4.2	2.0	-0.3	17.4	1.7	0.8	8.8	-3.5	-0.7	-4.8	-0.5
CCn1c(O)c(N=NC(=O)CNC(=O)/C=C/c2ccccc2)c2ccccc21	-16.4	11.3	0.3	11.2	19.0	1.3	-17.6	-6.4	0.3	-15.5	-3.3

A stretch from the list above, as a working copy:
SMILES	PDI inh	TRPM1 prom inh	aDG glyco up	HIF-2a block	Peg3 prom inh	NR2E3 ag-1	NR2E3 ag-2	Vif imaging	hiPSC survival	CaV13 ICDI inh	Exocytosis inh
O=C(Nc1ccccc1)N1N=C(c2cccs2)CC1c1cccs1 (configuration not stated)	4.2	2.0	-0.3	17.4	1.7	0.8	8.8	-3.5	-0.7	-4.8	-0.5
CCn1c(O)c(N=NC(=O)CNC(=O)/C=C/c2ccccc2)c2ccccc21	-16.4	11.3	0.3	11.2	19.0	1.3	-17.6	-6.4	0.3	-15.5	-3.3
